# PKA-R2B act – activators of human PKA-R2B complex. P22694+P31323. PKA-R2B holoenzyme dissociation, Cy5-IP20 fluorescence polarization; R2B truncated from residue 108, S112A mutant; 0% DMSO only, 100% 113 µM cGMP. activation, % at 11.4 µM. 0.079% of 340,000 active. AID 504700;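 active means activation above a cutoff set at the mean over all compounds plus 3 SD, cut at about 18% in these data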;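 further: higher means more holoenzyme dissociation and a rise in polarization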
# phage Ecoli inh – E. coli growth loss with phage present. growth absorbance. inhibition, % at 11.9 µM. 0.26% of 360,000 active. AID 651602; in the data active means inhibition above about 11%
# E coli growth – bacterial growth inhibition, counter-screen for AddAB inhibitors. E. coli V3065 growth, OD600 absorbance, 18 h. inhibition, % at 11.9 µM. 0.27% of 330,000 active;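 active means inhibition above the campaign's mean inhibition across all tested compounds plus 3 SD, cut at about 9.9% in these data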;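 further: uninfected addAB+ strain grown without phage in ampicillin broth; 0% = DMSO wells and 100% = ciprofloxacin 0.95 µg/ml wells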
# PKA-R1A act – PKA-R1A complex activation; P00514+P68181; PKA-R1A dissociation, Cy5-IP20 fluorescence polarization; scaled: DMSO 0%, 113 µM cGMP 100%; activation, % at 11.4 µM; 0.083% of 340,000 active; AID 504707;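 active means percent activation above the mean of all tested compounds plus 3 SD, cut at about 19% in these data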;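 further: higher means more PKAc released from R1A so a rise in polarization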
# AddAB inh – less growth of phage-infected E. coli with AddAB; E. coli expressing H. pylori AddAB, absorbance growth; inhibition, % at 11.9 µM; 0.29% of 330,000 active; AID 435030; in the data active means inhibition above about 12%;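 further: 0% = vehicle wells of infected cells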
# PfHsp90 yeast 2 – growth inhibition of yeast expressing Plasmodium Hsp90; S. cerevisiae expressing PfHsp90, BacTiter-Glo ATP, 48 h; yeast lacking PDR1 and PDR3 efflux regulators; inhibition, % at 9.4 µM; 0.32% of 310,000 active;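 active means every replicate shows inhibition above about 80%, whatever the replicate mean, limit read from the data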;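 further: 0% = DMSO neutral controls and 100% = 20 µM radicicol positive controls; yeast relying on Plasmodium falciparum Hsp90 in place of its own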
# HTR5A inv ctr – inverse agonist of human HTR5A in OPRM1-OPRD1 counter-screen; 0.083% of 340,000 active; inhibition, % at 9.3 µM; HTR5A cell line, luminescence, inverse agonism; AID 504634; P47898; in the data active means inhibition mostly above about 23%, no sharp cut-off; inactive means mostly below about 18%;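 further: 0% = cells with DMSO and 100% = no-cell wells with DMSO; some compounds called inactive have numbers as strong as hits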
# Mot1-301 SUMO – SUMOylation pathway inhibition by Mot1-301 growth rescue. 1% of 320,000 active. growth rescue, % at 18.8 µM. S. cerevisiae Mot1-301 growth rescue, ATP luminescence, 38.5C; percent above DMSO median, 100 means doubled;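 active means every valid replicate shows activation above 250% relative to neutral control wells; inactive means the rest, any valid replicate at or below 250%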;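 further: OY570 slx delta 5 strain wells were the positive control but not used for scaling; some compounds called inactive have numbers as strong as hits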
# OPRM1-OPRD1 ag – OPRM1-OPRD1 heterodimerization agonism; P35372+P41143; cells, luminescence; activation, % at 9.3 µM; 0.3% of 340,000 active; AID 504326; in the data active means activation above about 18%;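 further: 0% = vehicle-treated cells and 100% = reference agonist; values of inactives mirror those of a sister screen read the other way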
# Target sequence (P35372 whole entry, looked up): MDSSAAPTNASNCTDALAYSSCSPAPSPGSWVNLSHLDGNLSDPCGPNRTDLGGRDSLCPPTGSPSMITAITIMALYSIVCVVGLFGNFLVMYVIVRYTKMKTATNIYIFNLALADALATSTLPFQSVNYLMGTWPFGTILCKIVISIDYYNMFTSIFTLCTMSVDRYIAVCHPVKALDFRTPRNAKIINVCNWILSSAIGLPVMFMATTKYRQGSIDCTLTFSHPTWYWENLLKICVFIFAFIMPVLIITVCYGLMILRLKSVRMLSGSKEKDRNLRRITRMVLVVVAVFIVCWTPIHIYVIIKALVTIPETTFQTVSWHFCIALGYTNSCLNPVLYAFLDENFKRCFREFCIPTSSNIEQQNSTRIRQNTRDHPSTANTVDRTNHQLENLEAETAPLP
# Target sequence (P41143 whole entry, looked up): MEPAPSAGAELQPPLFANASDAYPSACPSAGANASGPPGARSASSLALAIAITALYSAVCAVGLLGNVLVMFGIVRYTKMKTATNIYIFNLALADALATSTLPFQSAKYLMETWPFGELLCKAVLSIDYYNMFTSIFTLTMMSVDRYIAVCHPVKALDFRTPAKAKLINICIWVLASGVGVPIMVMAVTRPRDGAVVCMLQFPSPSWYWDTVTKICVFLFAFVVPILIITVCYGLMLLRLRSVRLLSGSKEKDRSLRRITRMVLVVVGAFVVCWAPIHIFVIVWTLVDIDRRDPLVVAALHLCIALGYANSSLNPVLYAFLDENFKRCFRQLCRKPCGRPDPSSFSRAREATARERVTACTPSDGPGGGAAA
# MOR-DOR inv ag – inverse agonists of human mu-delta opioid receptor heterodimerization. P35372+P41143. cell-based MOR-DOR heterodimer luminescence, inverse agonism. 0.21% of 340,000 active. inhibition, % at 9.3 µM; in the data active means inhibition above about 22%, passing the limit was not always enough;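 further: 0% = cells with DMSO and 100% = wells without cells with DMSO; values of inactives mirror those of a sister screen read the other way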
# Tat transport – E. coli Tat transport inhibition; E. coli MC4100 TorA-mCherry Tat export, fluorescence; inhibition, % at 10 µM; 0.036% of 340,000 active; AID 488895;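 active means mean replicate inhibition at least 50% and at least half of replicates individually reaching 50%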;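 further: exported cargo escapes ClpAP degradation while cytoplasmic cargo is degraded and loses fluorescence; 0% = median of neutral control wells and 100% = median of NaSCN control wells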
# * hit, by the source's call; . = no result given.
1	COc1ccccc1/C=C/C=N\N1CCN(Cc2ccccc2Cl)CC1
2	COc1ccc(OCCSc2nnc(CCNC(=O)c3ccc(OC)cc3)n2C)cc1
3	COc1ccccc1NC(=O)CN1C(=O)COc2ccc(S(=O)(=O)N3CCC(C)CC3)cc21
4	CCc1nnc(NS(=O)(=O)c2ccc(NC(=O)c3ccc(Br)cc3)cc2)s1
5	CCc1ccc(S(=O)(=O)NCc2cn3ccccc3n2)s1
6	COc1cc(CC(=O)OCC(=O)Nc2ccc([N+](=O)[O-])cc2)cc(OC)c1OC
7	CC1(C)C2CCC1(C)C(NCC(O)COc1ccc(C#N)cc1)C2 (stereo not given)
8	NS(=O)(=O)c1ccc(CCNC(c2ccccc2)c2ccccc2)cc1

Assay by compound	1	2	3	4	5	6	7	8
PKA-R2B act	2	-1	-2	-4	11	-1	-4	-3
phage Ecoli inh	2.1	1.6	1.4	2.0	2.8	1.1	3.5	1.4
E coli growth	-0.7	0.0	-0.3	-2.5	1.9	-2.6	-2.2	-1.6
PKA-R1A act	-5	-8	7	9	7	-4	1	3
AddAB inh	3.1	3.4	4.2	-1.3	-2.4	4.6	-1.1	0.0
PfHsp90 yeast 2	6	.	11	-18	-9	.	6	2
HTR5A inv ctr	-14	-28	13	-27	-10	-28	6	-24
Mot1-301 SUMO	12	13	-6	145	-8	193	-4	11
OPRM1-OPRD1 ag	4.7	4.9	-1.6	-0.8	-0.3	-2.0	-1.0	3.0
MOR-DOR inv ag	-25	-27	8	4	2	10	5	-24
Tat transport	14	-3	-2	6	-2	1	10	-6

# A draw from above in order of formula weight, lowest first.
5	CCc1ccc(S(=O)(=O)NCc2cn3ccccc3n2)s1
7	CC1(C)C2CCC1(C)C(NCC(O)COc1ccc(C#N)cc1)C2 (stereo not given)
6	COc1cc(CC(=O)OCC(=O)Nc2ccc([N+](=O)[O-])cc2)cc(OC)c1OC

Assay by compound	5	7	6
PKA-R2B act	11	-4	-1
phage Ecoli inh	2.8	3.5	1.1
E coli growth	1.9	-2.2	-2.6
PKA-R1A act	7	1	-4
AddAB inh	-2.4	-1.1	4.6
PfHsp90 yeast 2	-9	6	.
HTR5A inv ctr	-10	6	-28
Mot1-301 SUMO	-8	-4	193
OPRM1-OPRD1 ag	-0.3	-1.0	-2.0
MOR-DOR inv ag	2	5	10
Tat transport	-2	10	1

# The main list resumes with the three entries that preceded the break.
6	COc1cc(CC(=O)OCC(=O)Nc2ccc([N+](=O)[O-])cc2)cc(OC)c1OC
7	CC1(C)C2CCC1(C)C(NCC(O)COc1ccc(C#N)cc1)C2 (stereo not given)
8	NS(=O)(=O)c1ccc(CCNC(c2ccccc2)c2ccccc2)cc1
9	COc1ccccc1C(CNC(=O)c1ccc(NS(=O)(=O)c2ccc(F)c(C)c2)cc1)N1CCCC1 (stereo not given)
10	O=S(=O)(NCc1ccco1)c1cccc(S(=O)(=O)N2CCOCC2)c1
11	O=C(OCc1nnc(-c2ccccc2Br)o1)c1ccco1
12	COc1ccc(CC(=O)Nc2nc(-c3cccc([N+](=O)[O-])c3)cs2)cc1
13	COc1cccc(OCC(=O)N(Cc2nc(-c3ccc(Cl)cc3)no2)C(C)C)c1
14	COc1ccc(S(=O)(=O)N(CC(=O)N2CCCC2)Cc2ccccc2)cc1
15	O=C(N/N=C/c1ccccn1)c1cc(-c2ccc(Cl)cc2)nc2ccccc12
16	CCC(Sc1nc2c(c(=O)n1CC)SC(C)C2)C(=O)OC (stereo not given)

Assay by compound	6	7	8	9	10	11	12	13	14	15	16
PKA-R2B act	-1	-4	-3	-3	5	0	-9	-7	3	-2	-2
phage Ecoli inh	1.1	3.5	1.4	1.3	4.1	0.9	0.7	2.1	1.0	2.1	0.6
E coli growth	-2.6	-2.2	-1.6	-2.9	1.3	-0.7	-1.7	-1.3	-0.2	-0.9	1.7
PKA-R1A act	-4	1	3	1	-2	4	-12	-26	2	0	-5
AddAB inh	4.6	-1.1	0.0	-2.9	1.6	0.2	0.9	0.4	-0.6	-2.2	0.6
PfHsp90 yeast 2	.	6	2	.	-3	.	8	18	-2	99*	14
HTR5A inv ctr	-28	6	-24	-8	15	-6	-8	-12	-11	23	-4
Mot1-301 SUMO	193	-4	11	38	.	-2	-29	1	-3	-3	0
OPRM1-OPRD1 ag	-2.0	-1.0	3.0	-1.2	-1.4	0.9	0.8	2.2	-0.9	-5.3	0.6
MOR-DOR inv ag	10	5	-24	8	8	-3	-4	-11	5	28	-3
Tat transport	1	10	-6	4	0	3	-4	14	-4	-6	-1

17	Cc1cc(C(=O)COC(=O)C(C)NC(N)=O)c(C)n1Cc1ccco1 (stereo not given)
18	COc1cc2cc(C(c3nnnn3C3CCCC3)N3CCc4ccccc43)c(=O)[nH]c2cc1OC (stereo not given)
19	CCC(C)N(CC(=O)NCc1ccc(OC)cc1)C(=O)c1csnn1 (stereo not given)
20	CCOC(=O)C1=C(c2ccccc2)NC(N)=NC1c1ccc(OCc2ccc(Cl)cc2)c(OC)c1 (stereo not given)
21	COc1ccc(OC)c(/C=C/c2c([N+](=O)[O-])c(=O)n(C)c(=O)n2C)c1
22	Cc1cccc(CN2C(=O)N/C(=C/c3cc(C)n(-c4ccccn4)c3C)C2=O)c1
23	CC(C)(C)NC(=O)NC(=O)COC(=O)c1ccco1
24	O=C(CCc1nnc2n(Cc3ccc(F)cc3)c(=O)c3ccccc3n12)N1CCN(c2ccccn2)CC1

Assay by compound	17	18	19	20	21	22	23	24
PKA-R2B act	-5	10	4	12	9	-2	-8	7
phage Ecoli inh	2.4	.	0.3	4.8	1.9	3.4	2.8	0.5
E coli growth	1.1	-0.4	2.1	-0.3	-0.8	-1.9	-1.3	0.5
PKA-R1A act	-10	-7	5	3	-3	-7	-5	7
AddAB inh	2.2	0.1	2.1	1.1	4.0	-2.2	0.9	0.4
PfHsp90 yeast 2	-8	.	.	8	27	-17	2	-9
HTR5A inv ctr	9	2	-6	-6	9	-10	-1	-17
Mot1-301 SUMO	20	2	3	42	5	-13	137	10
OPRM1-OPRD1 ag	-0.3	-0.8	-0.8	0.3	1.9	-1.3	-2.1	-0.7
MOR-DOR inv ag	1	5	4	-2	-9	7	10	4
Tat transport	3	1	-14	6	0	-6	-5	-6

# (further entries)
item	SMILES	PKA-R2B act	phage Ecoli inh	E coli growth	PKA-R1A act	AddAB inh	PfHsp90 yeast 2	HTR5A inv ctr	Mot1-301 SUMO	OPRM1-OPRD1 ag	MOR-DOR inv ag	Tat transport
25	Nc1ccc(C(=O)OCc2ccncc2)cc1[N+](=O)[O-]	-5	2.2	0.8	-8	-1.3	0	-3	-17	-3.5	18	4
26	O=C(Cn1cc([N+](=O)[O-])cn1)NCCc1c[nH]c2ccccc12	4	1.9	1.6	-8	2.5	.	-14	.	-0.9	4	-4
27	N#Cc1ccc2ccn(CC(=O)NC3CCCCCC3)c2c1	-2	1.6	-0.9	2	3.7	-6	2	-1	-2.9	14	5
28	COC(=O)N/N=C/c1cc(C)n(-c2ccc(Br)cc2)c1C	-3	0.6	-1.7	-2	1.4	16	-7	11	-3.5	18	7
29	Cc1ccc(NC(=S)N2CCC(c3nc4ccccc4s3)CC2)cc1C	-9	0.8	-0.4	2	-0.5	41	-9	-9	0.9	-6	2
30	COC(=O)C1=C(C)NC(C)=C(C(=O)OC)C1C(=O)OCc1nnc(-c2ccccc2Cl)o1	0	0.1	.	0	.	.	2	.	-1.4	7	4
31	CCOC(=O)c1ccc(NC(=S)N2CCCC(C(=O)N3CCCC3)C2)cc1 (stereo not given)	1	0.6	0.5	-5	-0.9	4	-14	5	-4.3	22	2
32	COc1ccc(/C=C/C(=O)OCC(=O)NC2CCCC2)cc1OC	2	3.0	-2.3	-5	-0.7	.	10	7	0.2	-1	5
33	CCOc1nsc(OCC)n1	-7	-2.4	2.4	6	-2.1	9	5	-5	-0.8	4	-4
34	COc1ccc(CC2(CO)CCN(S(=O)(=O)c3c(C)nn(C)c3C)CC2)cc1	-4	3.4	-1.4	0	1.4	10	-1	17	-2.0	10	-4
35	O=C1CC(C(=O)Nc2ccc(Cl)cc2)S/C(=N\N=C\c2ccco2)N1 (stereo not given)	-4	-4.4	-2.2	0	-0.4	7	6	0	-2.8	15	8
36	CC(C)CN(CC(C)C)C(=O)c1cccc(S(=O)(=O)N2CCc3ccccc32)c1	-9	2.1	-2.5	6	-1.3	11	-12	-1	-0.7	4	9
37	Cc1cccc(OCC(=O)N2CCN(C(=O)c3cccs3)CC2)c1	2	2.1	1.2	11	-2.4	1	-1	-5	-1.7	10	-8
38	C[C@@H](N)C(=O)N[C@H]1CCC2C3CC=C4C[C@@H](O)CC[C@]4(C)C3CC[C@@]21C (stereo not given in full)	-9	1.8	.	-1	.	-1	10	.	-1.9	10	-2
39	CC(=O)Nc1ccccc1OCC(=O)NCC(F)(F)F	2	3.5	1.6	-3	-0.3	0	-9	-6	-1.4	7	1
40	OCC[C@H]1C[C@@H](O)[C@H](O)[C@@]2(Cc3ccccc3CCO2)O1	-9	2.1	-0.3	-2	1.7	1	-23	-5	-3.2	19	-7
41	Cc1ccc(NC(=O)Cc2ccc(Cl)cc2)cc1S(=O)(=O)N1CCCCCC1	0	6.3	-0.3	-11	-0.1	-20	-9	-18	6.9	-28	-3
42	CCN1C(=O)[C@@H]2C(C(=O)c3cnccn3)=NN[C@@H]2C1=O	-13	2.1	-0.6	-4	-2.9	4	3	256	-3.3	17	-7
43	Cc1nnsc1C(=O)NC1CCCc2c1cnn2-c1ccccc1F (stereo not given)	7	2.1	-2.4	-11	0.1	-1	14	-8	-0.2	1	5
44	C(#Cc1ccc(C#CCN2CCOCC2)cc1)CN1CCOCC1	-3	3.1	0.3	-8	0.6	8	10	-25	-2.6	13	11
45	O=C1C(Cl)=C(NCc2cccnc2)C(=O)c2ccccc21	3	2.9	2.2	-15	2.9	4	-26	21	3.9	-21	-21
46	CCCCNC(=S)NNC(=O)c1cccnc1	-7	2.6	-0.2	4	0.1	.	-2	90	-3.6	21	4
47	Cn1cnc([N+](=O)[O-])c1Oc1ccccc1	-9	0.6	-0.2	-1	8.1	-1	-7	11	-1.4	7	-5
48	Cc1ccc(S(=O)(=O)N(c2ccccc2)C2CCS(=O)(=O)C2)cc1 (stereo not given)	-8	1.8	1.0	-10	2.2	0	-3	14	-3.8	17	7
49	CCOc1cc(/C=N/O)ccc1OCc1ccc(C)cc1	-1	1.1	0.3	-21	4.2	-26	23	19	0.9	-5	15
50	COc1ccccc1C(=O)N/N=C/c1c[nH]c2ccccc12	2	-1.0	-1.7	9	0.3	6	5	0	-1.6	8	-9
51	CC(C)C(=O)Nc1ccc(C(=O)NN2C(=O)c3ccccc3C2=O)cc1	-13	2.6	-1.4	-5	-2.4	9	4	8	-2.9	15	-1
52	CCCCc1nc2sc3c(=O)[nH]c(=S)[nH]c3c2c2c1CCC2	-10	0.6	.	-5	.	7	-13	.	-3.0	16	-3
53	CCOC(=O)CCCNS(=O)(=O)c1c(C)ccc2nsnc12	12	3.5	-1.6	15	-1.4	-6	14	-7	-1.9	12	-2
54	COCCNC(=O)c1cnn2c(C(F)(F)F)cc(-c3ccc(C)cc3)nc12	-12	3.3	-0.7	-3	-0.7	-18	13	-2	-1.1	8	-4

# High-throughput results as filed in PubChem BioAssay.
